Screens from PubChem BioAssay.
GPR151 activ: human GPR151 activation | Q8TDV0 | PathHunter beta-arrestin GPR151 cells, luminescence | activation, % at 11.2 µM | 1% of 650,000 active | AID 1508602; in the data active = activation above about 4.9%;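 also: 0% = median of compound wells and 100% = cells with positive control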
Target sequence (Q8TDV0 whole entry, looked up): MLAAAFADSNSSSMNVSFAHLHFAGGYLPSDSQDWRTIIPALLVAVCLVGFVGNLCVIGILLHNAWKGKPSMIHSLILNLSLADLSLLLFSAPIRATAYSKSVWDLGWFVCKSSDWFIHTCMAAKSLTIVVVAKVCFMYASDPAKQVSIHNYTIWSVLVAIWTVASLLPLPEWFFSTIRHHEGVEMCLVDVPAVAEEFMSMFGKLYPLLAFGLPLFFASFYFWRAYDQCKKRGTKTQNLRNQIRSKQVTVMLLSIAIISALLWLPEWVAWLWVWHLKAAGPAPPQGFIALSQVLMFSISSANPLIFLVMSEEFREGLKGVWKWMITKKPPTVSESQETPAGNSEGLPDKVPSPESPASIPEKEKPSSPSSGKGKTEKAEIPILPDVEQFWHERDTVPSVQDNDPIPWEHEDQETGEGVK
FBW7 act: human FBW7 E3 ligase activation, primary screen; normalized activity (activation), % at 26.1 µM; 0.13% of 650,000 active; Q969H0; AlphaScreen FBW7–phospho-cyclin E peptide binding, activator screen; in the data active = normalized activity above about 1.9%;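 also: purified mutant Fbw7 with reduced substrate affinity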
MITF primary: blocks human microphthalmia-associated transcription factor; AlphaScreen MITF homodimerization, bead proximity signal; inhibition, % at 2.6 µM; 0.91% of 650,000 active; AID 1259374; in the data active = inhibition above about 50%;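 also: 0% = vehicle wells with protein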
Target sequence (O75030 whole entry, looked up): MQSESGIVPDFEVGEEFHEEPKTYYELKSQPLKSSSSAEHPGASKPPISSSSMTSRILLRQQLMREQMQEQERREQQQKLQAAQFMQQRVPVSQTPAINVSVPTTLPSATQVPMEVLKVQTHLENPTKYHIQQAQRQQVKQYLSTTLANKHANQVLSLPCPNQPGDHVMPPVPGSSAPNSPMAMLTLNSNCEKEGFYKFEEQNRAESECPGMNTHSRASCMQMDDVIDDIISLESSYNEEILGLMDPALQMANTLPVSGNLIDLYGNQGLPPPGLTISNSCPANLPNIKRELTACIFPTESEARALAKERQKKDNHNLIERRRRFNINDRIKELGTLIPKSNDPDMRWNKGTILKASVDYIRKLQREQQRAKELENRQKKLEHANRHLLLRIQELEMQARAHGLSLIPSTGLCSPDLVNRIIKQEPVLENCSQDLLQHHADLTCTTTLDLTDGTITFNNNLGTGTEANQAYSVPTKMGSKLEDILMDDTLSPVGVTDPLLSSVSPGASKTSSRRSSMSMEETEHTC
TEAD-YAP inh: TEAD-YAP interaction inhibition. HEK-TIYL cells, TEAD-Gal4/YAP UAS-luciferase luminescence. 1.4% of 640,000 active. inhibition, % at 9.12 µM; in the data active = inhibition above about 32%;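 also: 0% = median of test compound wells and 100% = reference inhibitor wells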
Starred values were filed as active, the others as inactive; x = no result given.

SMILES	GPR151 activ	FBW7 act	MITF primary	TEAD-YAP inh
Cc1oc2c(cc(NS(=O)(=O)c3ccc(Br)cc3)c3ccccc32)c1C(=O)OCc1ccccc1	-0.2	-0.1	-10.7	3.8
COCCn1nnnc1CN(CCO)Cc1cc2cc3c(cc2[nH]c1=O)OCCO3	1.4	-0.1	4.8	4.8
CCOc1ccc(C2/C(=C(/O)c3ccc(C)cc3)C(=O)C(=O)N2CC(C)O)cc1 (stereo not drawn)	2.4	-0.2	-12.8	-4.2
O=C(Nc1cccc(-c2nc3ncccc3o2)c1)c1sc2ccccc2c1Cl	0.2	-0.2	-0.4	-0.2
O=S(=O)(NCC1(c2ccc(F)cc2)CC1)c1ccc(F)cc1	2.3	0.2	1.0	-0.5
Cn1nccc1Nc1nc(NCCOc2ccccc2)c2[nH]cnc2n1	-1.0	-0.1	12.8	0.9
COc1ccc2nc3c(cc2c1)CN(CC1CC1)C(=O)CO3	-0.1	-0.1	-5.9	-5.8
CC(=O)C1=C(O)C(=O)N(CCN2CCOCC2)C1c1ccc(Cl)cc1Cl (stereo not drawn)	-1.1	-0.1	-0.4	-0.2
CC(C)[C@@H](CO)Nc1ccc2ncc(-c3ccc4[nH]ccc4c3)n2n1	2.2	-0.3	-25.6	1.5
CCOC(=O)C1CCN(Cc2cc(OC)cc(OC)c2)CC1	-0.2	-0.2	19.3	3.9
CC1=C(C(=O)Nc2ccccn2)C(c2ccccc2)n2ncnc2N1 (stereo not drawn)	0.9	-0.1	-2.7	-11.3
COC(=O)CSc1ncnc2c1cnn2-c1ccc(C)cc1C	2.6	0.0	3.9	-1.2
CN(C)CC(C)(O)c1ccc2c(c1)CN(Cc1cnn(-c3ccccc3)c1)CCO2 (stereo not drawn)	-0.8	0.2	17.4	0.0
COCCN(Cc1ccsc1)C(=O)NC(c1ccccc1)c1ccccc1	2.1	0.0	2.1	8.1
COc1cc(CN(C)CCN(C)C)cc([N+](=O)[O-])c1O	0.8	0.0	56.2*	-0.9
CN=C1SC(CC(=O)NC(N)=O)C(=O)N1C (stereo not drawn)	-1.9	0.5	22.7	-12.9
CC1CCCC(C)N1C(=O)COC(=O)c1cncc(Br)c1 (stereo not drawn)	-1.1	0.6	-1.0	7.5
CN(C)C=Nc1cc2c(cc1[N+](=O)[O-])OCCO2	0.7	0.4	51.0*	-6.6
COc1ccc2cc3cc(C(=O)NCCCOC(C)C)oc3nc2c1	-0.3	-0.3	6.5	-1.1
C=CCNc1cc(-c2ccccn2)nc(-c2ccccn2)n1	1.4	-1.0	115.0*	49.5*
Nc1nc(SCC(=O)Nc2cccc(F)c2)[nH]c(=O)c1NC(=O)c1cccs1	1.3	1.2	13.8	-3.3
COc1ccc(OC)c(NC(=O)CCc2ccccc2)c1	-1.5	0.0	-7.3	-4.0
O=C(NCCNc1ccc(Nc2cccnc2)nn1)c1ccc(F)cc1Cl	-0.7	0.0	-13.7	-2.3
CCOC(=O)C1(Cc2ccc(O)cc2)NC(c2ccccc2C)C2C(=O)N(C)C(=O)C21 (stereo not drawn)	0.2	-0.1	6.8	-22.1
CC(C)OCCCN1C(=O)C2C(C(=O)Nc3cccc(Cl)c3)C3C=CC2(O3)C1C(=O)NC1CCCCC1 (stereo not drawn)	-1.1	0.1	-20.2	-8.2
Cc1ccc(NS(=O)(=O)c2cc(NC(=O)c3cc(=O)[nH]c(=O)[nH]3)ccc2Cl)c(C)c1	1.4	-0.1	6.3	-4.8
CC(=O)N1c2ccccc2NC2=C(C(=O)CC(c3ccc(N(C)C)cc3)C2)C1c1cccs1 (stereo not drawn)	1.1	-0.1	3.2	7.4
O=C(Cc1ccccc1)NCC(=O)OCc1ccc(Cl)cc1	0.5	0.3	-3.6	-19.7
CC(C)(C)c1ccc(OCC(=O)OCC(=O)Nc2sccc2C(N)=O)cc1	1.3	0.0	0.0	3.4
Cc1cccc(NC(=O)c2sc3nc4c(c(-c5ccco5)c3c2N)CCCCC4)c1	1.2	0.1	8.5	-2.0
Cc1ccccc1NC(C)C(=O)N/N=C/c1cc(Cl)ccc1O (stereo not drawn)	-0.2	0.0	17.2	18.7
COCCNC(=O)C(=O)Nc1cc(Cl)ccc1OC	1.6	0.0	-3.9	8.7
COc1ccc(NC(=O)C(N)Cc2c[nH]c3ccccc23)cc1 (stereo not drawn)	0.7	-0.1	7.0	-21.2
CC(C)CNC(=O)c1noc2c1CCc1ccccc1-2	0.0	-0.1	-4.8	-66.2
O=C(CSc1nc2ccccc2s1)Nc1ccncc1	-0.9	0.0	0.9	-9.1
Cc1cccc(C(=O)NCC(=O)OCC(=O)c2ccc3c(c2)NC(=O)CO3)c1	-0.1	0.2	36.3	2.5
CCN1CCN(C(c2cccs2)c2nnnn2CCc2ccccc2)CC1 (stereo not drawn)	1.3	-0.1	0.4	-2.6
Cc1ccccc1C(=O)Nc1ccc(S(=O)(=O)NC(C)C)cc1	1.0	0.0	-13.9	-17.9
COc1ccc(/C=N/Nc2ccc(S(=O)(=O)N3CCOCC3)cc2[N+](=O)[O-])cc1O	-0.4	-0.1	-0.1	-0.4
O=C1NC(=S)N(c2cccc(F)c2)C(=O)/C1=C/c1ccc(N2CCOCC2)o1	0.3	-0.1	18.3	2.2
O=C(Cc1ccccc1Cl)N1CCC(n2c(C3CCCO3)nc3cccnc32)CC1 (stereo not drawn)	0.1	0.0	8.4	-9.8
CCCN1C(=O)C(O)(CC(=O)c2ccco2)c2cc(Br)ccc21 (stereo not drawn)	1.0	0.1	1.6	7.5
Cc1cc(=O)n2nc(N3CCC(C(=O)Nc4ccccc4C)CC3)sc2n1	-0.9	0.1	9.2	-0.6
Cc1ccoc1C(=O)NCC1Cc2c(F)ccc(-c3ccncc3)c2O1 (stereo not drawn)	0.5	-0.2	5.0	-5.5
CC(C)=N/N=C/c1cccc([N+](=O)[O-])c1	-0.5	0.1	8.1	-8.2
Cc1cc(=O)oc2cc(NC(=O)c3ccc(S(=O)(=O)NCc4ccco4)cc3)ccc12	0.2	0.5	2.6	-7.8
Cc1ccc2nc(-c3ccc(NC(=O)CCl)cc3)sc2c1	-1.2	-0.1	-1.0	32.0*
CC1CCN(S(=O)(=O)c2cc(C(=O)Nc3cc(Cl)cc(Cl)c3)ccc2F)CC1	1.0	0.0	-1.0	2.8
Cc1ccc(C)c(NC(=O)CSc2cn(CCNC(=O)c3cccc(C(F)(F)F)c3)c3ccccc23)c1	-1.4	0.9	23.9	4.8
CC1=C(C(=O)NCc2cccc(F)c2)C2(CCCCCC2)OC1=O	-1.2	0.7	8.2	6.4
Remaining list, next part
SMILES	GPR151 activ	FBW7 act	MITF primary	TEAD-YAP inh
CC(Cc1ccccc1)N=C1NS(=O)(=O)c2cc([N+](=O)[O-])ccc21 (stereo not drawn)	0.9	0.0	4.6	-11.5
O=C(O)c1ccc(/C=N/N2CCN(C3c4ccccc4-c4ccccc43)CC2)cc1	-0.8	0.9	9.7	4.2
CC(C)(C)C1=NN(CC(=O)Nc2nccs2)C(=O)c2cc3ccccc3n2C1	6.1*	0.2	-15.5	-2.9
CC(=O)c1cccc(NC(=O)c2ccc(Oc3ccc([N+](=O)[O-])cc3)cc2)c1	0.1	-0.1	1.8	9.1
O=c1c2ccccc2nc(-c2ccoc2)n1CCc1ccccc1	-0.1	-0.1	-2.7	8.0
CCOc1ccc(-n2nc3ccc(NC(=O)c4cccc(OC)c4)cc3n2)cc1	-0.4	0.3	0.8	-2.3
CCOc1ccc2nc(Sc3nc(Nc4ccc(OC)c(OC)c4)nc(Nc4ccc(OC)c(OC)c4)n3)sc2c1	3.0	0.0	0.8	-22.8
Cc1ccc(-c2nc(N(C)CCc3ccccn3)c3ccccc3n2)cc1	-0.7	0.0	-8.2	0.5
Cc1ccccc1NC(=O)NCCCN1CCCC1	-0.1	0.0	-8.4	4.0
COC(=O)C1=C(N)OC2=C(C(=O)CC(C)(C)C2)C1c1cc(Br)ccc1OC (stereo not drawn)	0.4	0.1	17.2	9.3

The list goes on; it opens with the seven that closed the last part.
SMILES	GPR151 activ	FBW7 act	MITF primary	TEAD-YAP inh
CC(=O)c1cccc(NC(=O)c2ccc(Oc3ccc([N+](=O)[O-])cc3)cc2)c1	0.1	-0.1	1.8	9.1
O=c1c2ccccc2nc(-c2ccoc2)n1CCc1ccccc1	-0.1	-0.1	-2.7	8.0
CCOc1ccc(-n2nc3ccc(NC(=O)c4cccc(OC)c4)cc3n2)cc1	-0.4	0.3	0.8	-2.3
CCOc1ccc2nc(Sc3nc(Nc4ccc(OC)c(OC)c4)nc(Nc4ccc(OC)c(OC)c4)n3)sc2c1	3.0	0.0	0.8	-22.8
Cc1ccc(-c2nc(N(C)CCc3ccccn3)c3ccccc3n2)cc1	-0.7	0.0	-8.2	0.5
Cc1ccccc1NC(=O)NCCCN1CCCC1	-0.1	0.0	-8.4	4.0
COC(=O)C1=C(N)OC2=C(C(=O)CC(C)(C)C2)C1c1cc(Br)ccc1OC (stereo not drawn)	0.4	0.1	17.2	9.3
CCOC(=O)N1CCN(c2[nH]c(=O)n(C)c(=O)c2Cc2ccc([N+](=O)[O-])cc2)CC1	-1.0	0.1	-1.5	-10.1
Cc1cccc(OC(=O)c2cccc(N3C(=O)C4C5C=CC(C5)C4C3=O)c2)c1 (stereo not drawn)	1.0	0.0	-4.4	5.8
CC(=O)C1=C(O)C(=O)N(CO)C1c1ccc(F)cc1 (stereo not drawn)	-0.3	0.3	20.9	0.9
Cc1nc(N2CCN(c3ccccn3)CC2)c2c(C)c(C(=O)Nc3ccc(C(C)C)cc3)sc2n1	1.1	0.5	15.3	-15.1
CC(C)(C)c1ccc(OCCCOc2ccc(/C=C3\NC(=O)NC3=O)cc2)cc1	-1.0	-0.1	17.3	2.7
COc1ccc(OC)c(NC(=O)CSc2nnc3cc(C)nc(N)n23)c1	2.5	0.0	4.7	10.2
O=C(c1cccc(F)c1)N1CCOCC1	2.7	0.2	12.1	-1.8
c1ccc(-c2cc(NCCN3CCOCC3)ncn2)cc1	-1.9	0.0	-7.8	-17.6
CCOc1ccc(-c2nc(CSCC(=O)NC(C)c3ccccc3)c(C)o2)cc1 (stereo not drawn)	0.2	-0.1	11.6	6.3
CNC(=S)N1CCC(C(=O)NC(c2cccs2)c2ncccc2C)CC1 (stereo not drawn)	-0.9	0.5	-8.9	-0.7
Cc1csc(-c2cc3ccccc3oc2=O)n1	-7.2	0.1	66.7*	-25.4
CS(=O)(=O)c1cnc2ncnn2c1C1CCCN(C(=O)Cc2ccc(F)cc2)C1 (stereo not drawn)	0.2	-0.1	5.0	3.2
C=CCOC(=O)c1cc(-c2ccc(/C=N/n3nnnc3N)o2)ccc1Cl	0.6	0.1	11.4	7.7
CCOc1cccc(CN2CCN(Cc3ccc(F)c(F)c3)C(CCO)C2)c1O (stereo not drawn)	-0.1	0.0	9.0	1.5
CN(C)/C=N/c1ncc(C(=O)C(F)(F)F)s1	-0.1	0.0	10.1	-5.0
CCOc1nc2c(c(=O)n(C)c(=O)n2C)n1Cc1c(F)cccc1Cl	0.7	-0.1	4.4	8.8
O=C(Nc1ccccc1C(F)(F)F)C1CC(=O)N(c2ccccc2Cl)C1 (stereo not drawn)	-0.1	0.0	5.3	0.0
O=C(NCc1ccccc1)c1ccc2nc(-c3ccc(C(=O)NC4CC4)cc3)sc2c1	-0.4	0.1	18.1	-3.0
CC(C)(C)c1ccc(Oc2cc(Oc3ccc(C(C)(C)C)cc3)c3noc4c3c2C(=O)c2ccccc2-4)cc1	-0.9	-0.1	1.6	-7.1
CCN(c1cccc(C)c1)S(=O)(=O)c1cc2c3c(c1)CC(=O)N3CCC2	-1.4	0.0	14.6	-3.0

Some of the entries so far, field by field.
O=C(Nc1ccccc1C(F)(F)F)C1CC(=O)N(c2ccccc2Cl)C1 (stereo not drawn)
  GPR151 activ: -0.1
  FBW7 act: 0.0
  MITF primary: 5.3
  TEAD-YAP inh: 0.0

O=C(NCc1ccccc1)c1ccc2nc(-c3ccc(C(=O)NC4CC4)cc3)sc2c1
  GPR151 activ: -0.4
  FBW7 act: 0.1
  MITF primary: 18.1
  TEAD-YAP inh: -3.0

(further entries)
SMILES	GPR151 activ	FBW7 act	MITF primary	TEAD-YAP inh
Cc1c(C(=O)Nc2ccccc2F)sc2ncnc(N3CCN(c4ccccc4F)CC3)c12	-0.8	0.1	0.9	-5.8
Cc1ccc(Oc2ccc(OCC(=O)N3C(C)CCCC3C)cc2)cc1 (stereo not drawn)	1.0	0.0	-1.6	4.7
O=C(O)c1ccccc1SC1CC(=O)N(c2cccc(C(F)(F)F)c2)C1=O (stereo not drawn)	-1.2	-0.1	14.7	4.5
CN(Cc1cnn(C)c1)Cc1nc(CCc2ccccc2)no1	-3.1	0.0	-13.0	-5.4
CCOc1ccc(NC(=O)Cn2c(=O)n(-c3ccccc3)c(=O)c3sccc32)cc1	0.7	0.2	1.6	0.5
Cc1ccc(NC(=O)CSc2c(C)[nH]c3ccccc23)cc1	-0.7	-0.3	-1.7	-3.1
CN(C1CCc2c(c3ccccc3n2CC(=O)O)C1)S(=O)(=O)c1ccc(F)cc1 (stereo not drawn)	-1.0	x	3.6	x
Cc1ccc(/C=C2/SC(N3CC(C)OC(C)C3)=NC2=O)o1 (stereo not drawn)	1.5	0.2	20.1	3.0
CCN(CC)c1nc(Nc2nccc3ccccc23)nc(NC2CC2)n1	2.7	0.0	-5.8	1.4
CCCOc1cccc2c1CCN(Cc1ccc(F)cc1)C2=O	-0.1	0.1	6.5	9.3
